Screens deposited in PubChem BioAssay by National Center for Advancing Translational Sciences (NCATS).
ATXN viability: cell viability loss in ATXN counter-screen | 400,000 tested, 0.49% active | Potency, µM (titrated, usually from 56.7 µM), actives largely listed as cytotoxic | S2 cells (HEK-293 line with an ATXN2-luciferase reporter) viability, CellTiter-Fluor protease fluorescence, 24 h; note: potency is the fitted concentration of half-maximal effect; nearly all actives have a fitted effect of over 40% in size
A549 viability: counter-screen for Nrf2 inhibitors: cytotoxicity in A549 cells; A549 ARE-Fluc cells, CellTiter-Fluor viability, 18-24 h; Potency, µM (doses to about 46 µM), inactives show at the highest dose activity change, negative = cytotoxicity, actives largely listed as inhibitors; 390,000 tested, 0.16% active; AID 504648; note: potency is the fitted concentration of half-maximal effect; % is set by controls: 0 for no effect and ±100 for the full control effect
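A549 ARE_Fluc cells in 5% FBS OPTI-MEM were exposed to compounds in concentration-response for 18-24 h at 37 deg C. Viability was read by CellTiter-Fluor fluorescence (Ex 405/Em 525) after 30 min, before the luciferase read.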
ATXN2 expr inh: ATXN2 expression inhibition | HEK-293 ATXN2-luciferase reporter, luminescence, 24 h | 360,000 tested, 0.72% active | Potency, µM (series often up to 57 µM), without a hit: at the top dose activity change, negative = inhibition, most hits filed as inhibitors; note: potency is the fitted concentration of half-maximal effect; % is set by controls: 0 for no effect and ±100 for the full control effect; nearly all actives have a fitted effect of over 55% in size
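ATXN2-luciferase reporter cells (luciferase flanked by upstream and downstream ATXN2 gene portions) were treated 24 h at 37 °C with compounds at up to 57 uM. SteadyGlo luminescence gave expression; GF-AFC fluorescence gave viability.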
TGFb SMAD3 inh: blocks TGF-b signaling; HepG2 CAGA-GFP TGF-b/SMAD3 reporter, GFP fluorescence, 18 h; TGF-beta stimulated, 500 pg/mL final; Potency, µM (series often up to 46.1 µM), without a hit: at the highest dose activity, negative = inhibition, usual class: inhibitors; 410,000 tested, 1.2% active; note: potency is the fitted concentration of half-maximal effect; % is set by controls: 0 for no effect and ±100 for the full control effect; nearly all actives have a fitted effect of over 65% in size
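GFP signal (ex488/em500-530) from TGF-beta-stimulated HEPG2 CAGA-GFP cells, 500 pg/mL final, 18 h at 37 degrees C in DMEM plus 1% FBS, normalized to unstimulated and DMSO-stimulated controls.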
IL-2 act: activators of IL-2 | IL-2 activation reporter assay, cell-based qHTS; stimulated with anti-CD3/CD4/CD28 beads; in transgenic mouse T cells | activation, % (series mostly up to about 46 µM) | 360,000 tested, 0.065% active | AID 652025; in the data active = activation above about 50%; inconclusive = mostly about 30% to 49%; note: 0% is about no effect
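Readout: EGFP and DsRed signals by fluorescent plate cytometry. Unstimulated transgenic mouse T cells received compound 60 min before antibody-bead stimulation, then incubated 18 h at 37 degrees C.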
EPAC2 agonist: EPAC2 (human) agonism | EPAC2 activation, biochemical qHTS; response scale: 100% = 6.5 mM cAMP response | Potency, µM (series often up to 154 µM), without a hit: at the highest dose activation, actives largely listed as activators | AID 720711 | Q8WZA2 | 360,000 tested, 0.079% active; note: potency is the fitted concentration of half-maximal effect; nearly all actives have a fitted effect of over 50% in size
Target sequence (Q8WZA2 whole entry, looked up): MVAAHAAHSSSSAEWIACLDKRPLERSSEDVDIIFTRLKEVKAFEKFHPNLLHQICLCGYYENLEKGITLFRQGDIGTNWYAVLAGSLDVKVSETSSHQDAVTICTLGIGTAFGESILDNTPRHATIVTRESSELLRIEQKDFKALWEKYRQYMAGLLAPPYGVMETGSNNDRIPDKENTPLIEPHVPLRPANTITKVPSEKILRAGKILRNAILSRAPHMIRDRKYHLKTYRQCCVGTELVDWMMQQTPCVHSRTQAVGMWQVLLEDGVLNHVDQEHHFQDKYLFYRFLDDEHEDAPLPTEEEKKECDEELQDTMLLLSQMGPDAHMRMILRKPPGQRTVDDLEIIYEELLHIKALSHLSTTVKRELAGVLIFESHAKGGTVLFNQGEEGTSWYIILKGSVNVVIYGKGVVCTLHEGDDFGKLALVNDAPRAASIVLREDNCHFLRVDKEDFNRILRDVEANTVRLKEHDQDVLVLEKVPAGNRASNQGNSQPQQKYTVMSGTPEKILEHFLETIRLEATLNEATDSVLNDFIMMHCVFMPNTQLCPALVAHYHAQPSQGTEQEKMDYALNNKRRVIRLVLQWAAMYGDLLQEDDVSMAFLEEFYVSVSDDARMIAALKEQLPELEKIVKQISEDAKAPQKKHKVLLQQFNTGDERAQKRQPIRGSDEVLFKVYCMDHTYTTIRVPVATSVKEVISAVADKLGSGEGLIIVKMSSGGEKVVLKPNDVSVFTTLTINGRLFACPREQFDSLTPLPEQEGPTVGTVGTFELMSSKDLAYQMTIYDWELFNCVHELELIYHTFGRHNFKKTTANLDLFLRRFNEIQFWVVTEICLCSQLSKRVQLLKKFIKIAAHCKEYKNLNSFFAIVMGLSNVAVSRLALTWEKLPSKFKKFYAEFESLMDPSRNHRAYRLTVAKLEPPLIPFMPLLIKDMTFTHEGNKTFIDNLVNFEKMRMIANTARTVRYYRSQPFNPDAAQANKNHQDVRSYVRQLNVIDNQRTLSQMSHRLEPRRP
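In this primary screen, activation is scored as increased exchange of BODIPY-GDP from Rap1B by 100 nM EPAC2, with 50 uM GDP as competitor. Signal is normalized to the 6.5 mM cAMP agonist control.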
HepG2 viability: HepG2 cytotoxicity, counter-screen for TGF-b inhibitors; Potency, µM (highest dose often 46.1 µM), without a hit: top-dose activity change, negative = cytotoxicity, actives largely listed as cytotoxic; HepG2 CAGA-GFP viability, ATP luminescence, 18 h; AID 588856; 410,000 tested, 0.76% active; note: potency is the fitted concentration of half-maximal effect; some results filed as inactive show a strong effect at the top dose
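CellTiter-Glo luminescence gave cytotoxicity after 18 hours at 37 degrees C. The cells were HepG2 CAGA-GFP in 1% FBS DMEM, stimulated with 500 pg/mL TGF-beta after compound addition. %Activity was normalised to no-cell wells (complete cell-killing) and DMSO (no toxicity), and curves were fitted and classified.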
Nrf2 inh: blocks Nrf2 signaling. A549 ARE-Fluc reporter, luciferase luminescence, 18-24 h. 360,000 tested, 2.1% active. AID 504444. Potency, µM (series often up to 46 µM), inactives show top-dose activity change, negative = inhibition, most hits filed as inhibitors; note: potency is the fitted concentration of half-maximal effect; % is set by controls: 0 for no effect and ±100 for the full control effect; nearly all actives have a fitted effect of over 60% in size
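Nrf2 function is reported as luminescence of an ARE-controlled luciferase in A549 cells. Compounds were tested at several concentrations, and a CellTiter-Fluor read on the same wells flagged cytotoxicity.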
Numbers without * were called inactive; i = inactive; ? = inconclusive; . = no result given; [ ] = dose if it differs, or a comment. Unless noted, calls come from the whole dose curve; as a rule, active = well fitted curve in the direction sought with a large enough effect; inconclusive = small, poorly fitted or top-dose-only effect, or another doubt; inactive = no such curve, though single readings can be large; an effect the other way counts as inactive or inconclusive. The list is partial. The share of hits here may be higher or lower than overall.

SMILES	ATXN viability	A549 viability	ATXN2 expr inh	TGFb SMAD3 inh	IL-2 act	EPAC2 agonist	HepG2 viability	Nrf2 inh
COc1cc([C@@H]2c3cc4c(cc3[C@@H](O)[C@H]3COC(=O)[C@H]23)OCO4)cc(OC)c1O	?	.	.	.	.	.	.	.
CC(C)[C@@]1(NC(=O)[C@@H]2C[C@H]3c4cccc5[nH]cc(c45)C[C@@H]3N(C)C2)O[C@]2(O)[C@H]3CCCN3C(=O)[C@H](Cc3ccccc3)N2C1=O	i	.	.	.	.	.	.	.
O[C@H]1CCCC[C@H]1N1CCC(c2ccccc2)CC1	i	.	.	.	.	.	.	.
CC1=CC(=O)C2=C(C)C[C@@H](O)[C@@H]3[C@@H](OC(=O)[C@H]3C)[C@H]12	i	.	.	.	.	.	.	.
Oc1ccc(-c2cccnc2)cc1CNC1CN2CCC1CC2 (centres undefined)	i	.	.	.	.	.	.	.
C[C@@H]1[C@@H]2Cc3ccc(O)cc3[C@@]1(C)CCN2CC1CC1	i	.	.	.	.	.	.	.
COC1=C[C@H]2C3=C([C@H]2C1=O)[C@H](NC(C)=O)CCc1cc(OC)c(OC)c(OC)c13	i	.	.	.	.	.	.	.
CN[C@@H](C)Cc1ccccc1	i	.	.	.	.	.	.	.
CN1CCN=C(c2ccccc2)c2cc(Cl)ccc21	i	.	.	.	.	.	.	.
C[C@@H]1[C@@H]2Cc3ccc(O)cc3[C@@]1(C)CCN2CCc1ccccc1	i	.	.	.	.	.	.	.
Cc1ccc(C(=O)Nc2cnn(-c3ccc(C(=O)N(C)Cc4n[nH]c5c4CCCC5)cc3)c2)c(C)c1	?	.	.	.	.	.	.	.
Clc1ccc([C@@H]2C[C@H]3CC[C@@H]2N3)cn1	i	.	.	.	.	.	.	.
CN[C@]1(c2ccccc2Cl)CCCCC1=O	i	.	.	.	.	.	.	.
CN1CC[C@]2(C)c3cc(O)ccc3N(C)[C@@H]12	?	.	.	.	.	.	.	.
O=P1(N(CCCl)CCCl)NC(OO)CCO1 (centres undefined)	i	.	.	.	.	.	.	.
O=C1Nc2ccc(Cl)cc2C(c2ccccc2)=NC1O (centres undefined)	i	.	.	.	.	.	.	.
Cc1c(C(=O)NCc2ccc3c(c2)OCO3)cnn1-c1ncc2c(n1)-c1ccccc1CC2	i	.	.	.	.	.	.	.
Clc1ccc(CO[C@@H](Cn2ccnc2)c2ccc(Cl)cc2Cl)cc1	i	.	.	.	.	.	.	.
C[C@]12C[C@H]3S[C@H]3C[C@@H]1CC[C@@H]1[C@@H]2CC[C@]2(C)[C@@H](O)CC[C@@H]12	i	.	.	.	.	.	.	.
C[C@@H](Cc1ccccc1)NCCC(c1ccccc1)c1ccccc1	?	.	.	.	.	.	.	.
C#C[C@@]1(O)CC[C@@H]2[C@@H]3CCC4=CC(=O)CC[C@@]4(C)[C@H]3CC[C@]21C	i	.	.	.	.	.	.	.
Cc1occc1C(=O)Nc1cccc(-c2nc(CNC(=O)c3cccc(C#CC(C)(C)O)c3)c(C)o2)c1	32µM*	.	.	.	.	.	.	.
Oc1cc[c]([Hg][Cl])cc1	3.2µM*	.	.	.	.	.	.	.
CCCCNC(C)(C)[P+](=O)O	i	.	.	.	.	.	.	.
CCCSc1cc(OC)c(CCN)cc1OC	i	.	.	.	.	.	.	.
CO[C@@H](C)[C@](O)(C(=O)OCC1=CCN2CC[C@@H](O)[C@H]12)C(C)C	i	.	.	.	.	.	.	.
CN1C(=O)CCS(=O)(=O)[C@@H]1c1ccc(Cl)cc1	?	.	.	.	.	.	.	.
Oc1ccc2c3c1O[C@H]1[C@@H](O)C=C[C@H]4[C@H](C2)NCC[C@@]341	i	.	.	.	.	.	.	.
CC(C)c1c(C(=O)N(C)Cc2cccc3ncccc23)cnn1-c1nccc(-c2ccccc2F)n1	?	.	.	.	.	.	.	.
S=P(c1ccccc1)(c1ccccc1)c1c(-c2ccccc2)[nH]c2ccccc12	.	-16%	.	.	.	.	.	?
O=C1/C(=C/c2ccc(N(CCCl)CCCl)cc2)Cc2ccccc21	.	.	.	14%	.	.	-23%	.
NCC(=O)c1ccc(Br)cc1	.	.	.	?	.	.	-30%	.
NCC(=O)c1ccc2ccccc2c1	.	.	.	11%	.	.	-17%	.
ClCCN(CCCl)c1ccc(C=Nc2ccncc2)cc1	.	.	.	11%	.	.	-7%	.
ClCCN(CCCl)c1ccc(/C=C/c2ccnc3ccccc23)cc1	.	.	.	-11%	.	.	-33%	.
CC(=O)Cc1c[nH]c2ccccc12	.	.	.	-16%	.	.	-6%	.
O=[N+]([O-])c1cc(C(F)(F)F)c(Cl)c([N+](=O)[O-])c1Nc1ncc(C(F)(F)F)cc1Cl	.	.	.	1.8µM*	.	.	2.5µM*	.
O=C(Oc1ccc([N+](=O)[O-])cc1)N1CCN(/[N+]([O-])=N/Oc2ccc([N+](=O)[O-])cc2[N+](=O)[O-])CC1	.	.	.	?	.	.	-107%	.
CN(C)c1ccc(N=O)cc1	.	.	.	5µM*	.	.	-90%	.
c1ccc(N2CCN(c3ccccc3)CC2)cc1	.	.	.	-12%	.	.	0%	.

At a glance, ten of the compounds above:
SMILES	ATXN viability	A549 viability	ATXN2 expr inh	TGFb SMAD3 inh	IL-2 act	EPAC2 agonist	HepG2 viability	Nrf2 inh
C#C[C@@]1(O)CC[C@@H]2[C@@H]3CCC4=CC(=O)CC[C@@]4(C)[C@H]3CC[C@]21C	i	.	.	.	.	.	.	.
Cc1occc1C(=O)Nc1cccc(-c2nc(CNC(=O)c3cccc(C#CC(C)(C)O)c3)c(C)o2)c1	32µM*	.	.	.	.	.	.	.
Oc1cc[c]([Hg][Cl])cc1	3.2µM*	.	.	.	.	.	.	.
CCCCNC(C)(C)[P+](=O)O	i	.	.	.	.	.	.	.
CCCSc1cc(OC)c(CCN)cc1OC	i	.	.	.	.	.	.	.
CO[C@@H](C)[C@](O)(C(=O)OCC1=CCN2CC[C@@H](O)[C@H]12)C(C)C	i	.	.	.	.	.	.	.
CN1C(=O)CCS(=O)(=O)[C@@H]1c1ccc(Cl)cc1	?	.	.	.	.	.	.	.
Oc1ccc2c3c1O[C@H]1[C@@H](O)C=C[C@H]4[C@H](C2)NCC[C@@]341	i	.	.	.	.	.	.	.
CC(C)c1c(C(=O)N(C)Cc2cccc3ncccc23)cnn1-c1nccc(-c2ccccc2F)n1	?	.	.	.	.	.	.	.
S=P(c1ccccc1)(c1ccccc1)c1c(-c2ccccc2)[nH]c2ccccc12	.	-16%	.	.	.	.	.	?

Additional entries follow:
SMILES	ATXN viability	A549 viability	ATXN2 expr inh	TGFb SMAD3 inh	IL-2 act	EPAC2 agonist	HepG2 viability	Nrf2 inh
O=C1NC(=O)C(=Cc2ccc(Cl)cc2)C(=O)N1	.	.	.	.	0.1	5%	.	.
CC[C@@H]1c2ccccc2[C@@H]2CC[C@H]1N2c1ccccc1	.	.	.	.	-0.6	5%	.	.
COC(=O)C[C@H]1CC[C@H]2NC[C@@H](O)COC[C@@H]2O1	.	.	.	.	0.5	3%	.	.
CN(C)NC(=O)CCC(=O)O	.	.	-7%	.	.	.	.	.
C=C[C@@H]1CN2CCC1C[C@@H]2[C@@H](O)c1ccnc2ccccc12 (some centres undefined)	.	.	?	.	.	.	.	.
C[C@@H]1[C@@H](CC(C[C@H]2O[C@@H]3O[C@]4(C)CC[C@@H]5[C@H](C)CC[C@@H]([C@H]2C)[C@@]35OO4)C[S+](=O)([O-])c2ccc(COC(=O)N(C)C)cc2)O[C@@H]2O[C@]3(C)CC[C@H]4[C@H](C)CC[C@@H]1[C@@]24OO3 (some centres undefined)	.	.	?	.	.	.	.	.
C[C@@]12OC(=O)[C@]1([C@@H](O)[C@@H]1C=CCCC1)NC(=O)[C@H]2CCCl	.	.	0.019µM*	.	.	.	.	.
COC[C@H]1OC(=O)c2coc3c2[C@@]1(C)C1=C(C3=O)[C@@H]2CC[C@H](O)[C@@]2(C)C[C@@H]1OC(C)=O	.	.	?	.	.	.	.	.
CCNC(=O)CC1N=C(c2ccc(Cl)cc2)c2cc(OC)ccc2-n2c(C)nnc21 (centres undefined)	.	.	77%[activator]	.	.	.	.	.
CCOP(=O)(OCC)C(C)NC(=O)N(CCCl)N=O (centres undefined)	.	.	13%	.	.	.	.	.
Cc1c(C(=O)Nc2cccc(C(F)(F)F)c2)cc(-c2ccccc2)n1CCCN1CCOCC1	.	.	-14%	.	.	.	.	.
C[C@H]([C@H](O)CCC(C)(C)O)[C@H]1CC[C@@]2(O)C3=CC(=O)[C@@H]4C[C@@H](O)[C@@H](O)C[C@]4(C)[C@@H]3CC[C@]12C	.	.	8%	.	.	.	.	.
C[C@]12CCC(=O)C(O)=C1CC[C@@H]1[C@H]3CCC(=O)[C@@]3(C)CC[C@@H]12	.	.	-6%	.	.	.	.	.
O=c1[nH]c2ccc(Cl)cc2c(N[C@@H]2CN3CCC2CC3)c1-c1nc2ccccc2[nH]1	.	.	0.068µM*	.	.	.	.	.
CC[C@H]1C=CC=CC[C@@H](C)[C@H](O)[C@@](C)(O)C(=O)[C@@H](C)[C@H](O)[C@@H](C)C(=O)[C@@H](C)[C@H](O)[C@@H](C)C=CC(=O)O[C@@H]2[C@@H](C)[C@H](CC1)O[C@]1(CC[C@H](C)[C@H](C[C@@H](C)O)O1)[C@H]2C	.	.	?	.	.	.	.	.
C[C@]12Cc3cn[nH]c3C[C@@H]1CC[C@@H]1[C@H]2CC[C@@]2(C)[C@H]1CC[C@]2(C)O	.	.	-11%	.	.	.	.	.
Cc1ccccc1-n1c(Cn2ncc3c(N)ncnc32)nc2cccc(C)c2c1=O	.	.	?	.	.	.	.	.
CCOC(=O)c1cncn1[C@H](C)c1ccccc1	.	.	8%	.	.	.	.	.
O=C(N[C@H]1CN2CCC1CC2)c1ccc(Cl)cc1	.	.	-17%	.	.	.	.	.
